GLA spleen mod – qHTS Assay for Inhibitors and Activators of Human alpha-Galactosidase From Spleen Homogenate. Alpha-galactosidase A (Homo sapiens), P06280. Potency, µM (titrated, usually from 80 µM), for the others: top-dose activity change, negative = inhibition, usual class: inhibitors. human spleen homogenate, 4MU-alpha-Gal fluorescence, 40 min. 240,000 compounds, 0.008% hits;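 further: 0% = enzyme with vehicle and -100% = no enzyme basal signal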
Target sequence (P06280 32-429 limits assumed): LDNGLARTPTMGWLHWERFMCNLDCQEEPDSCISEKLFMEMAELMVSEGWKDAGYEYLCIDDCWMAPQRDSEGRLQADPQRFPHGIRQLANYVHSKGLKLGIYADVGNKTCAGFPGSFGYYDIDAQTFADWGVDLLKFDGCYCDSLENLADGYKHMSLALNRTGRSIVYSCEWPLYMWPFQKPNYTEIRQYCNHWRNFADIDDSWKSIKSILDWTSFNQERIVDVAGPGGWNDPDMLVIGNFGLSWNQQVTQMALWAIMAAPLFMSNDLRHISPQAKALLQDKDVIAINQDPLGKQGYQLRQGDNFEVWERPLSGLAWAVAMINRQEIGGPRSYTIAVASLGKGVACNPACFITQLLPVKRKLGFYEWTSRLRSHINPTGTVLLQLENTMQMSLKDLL
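Inhibition or activation of alpha-galactosidase in human spleen homogenate is scored by 4-MU fluorescence after 40 min at 37C, pH 5.0, with 1 mM substrate. AC50s come from concentration-response fitted to the Hill equation.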
KDM4E inh – qHTS Assay for Inhibitors of Human Jumonji Domain Containing 2E (JMJD2E). Lysine-specific demethylase 4E (Homo sapiens), B2RXH2. JMJD2E catalytic domain, FDH-coupled NADH fluorescence (FDH is formaldehyde dehydrogenase). Potency, µM (highest dose often 57.1 µM), for the others: top-dose activity change, negative = inhibition, actives largely listed as inhibitors. 230,000 compounds, 1.6% hits. AID 2147, 2009; active means well fitted inhibition curve with a large enough effect, not every such curve was filed as active; inconclusive means small, poorly fitted or top-dose-only effect, or another doubt; inactive means no such curve, though single readings can be large or run the other way;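 further: 0% = wells with enzyme and -100% = buffer wells without enzyme; nearly all actives have a fitted effect of over 50% in size; many of its hits are not listed in these tables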
GAA inhib – qHTS Assay for Inhibitors of Human alpha-Glucosidase as a Potential Chaperone Treatment of Pompe Disease | Lysosomal alpha-glucosidase (Homo sapiens), P10253 | purified human GAA, 4-MU-alpha-glucoside fluorescence | Potency, µM (titrated, usually from 76.9 µM), for inactives: at the highest dose activity change, negative = inhibition, actives largely listed as inhibitors | 200,000 compounds, 0.005% hits;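 further: plate controls were uninhibited enzyme wells for no effect and no-enzyme background for full effect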
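Human enzyme at 4 nM with 400 uM 4-methylumbelliferyl-alpha-D-pyranoside, citrate/phosphate buffer pH 5.0, 0.005% Tween-20, 20 min at room temperature. Compounds up to 77 uM. 4-MU fluorescence (Ex 365/Em 440) read after NaOH/glycine stop; AC50 from Hill fit.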
SMN2 splice enh – qHTS Assay for Enhancers of SMN2 Splice Variant Expression; HEK293 SMN2-luciferase splicing reporter, luminescence, 30-36 h; Potency, µM (top dose mostly 46.1 µM), for inactives: at the highest dose activity change, positive = activation, usual class: activators; 210,000 compounds, 2.8% hits; AID 1458, 2008; further: % of control where 0% means no effect; nearly all actives have a fitted effect of over 55% in size
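HEK293 cells carry an SMN2 […]–luciferase reporter in which exon 7 inclusion puts luciferase in frame. Cells were plated 10-12 h before compound addition, then incubated 30-36 h at 37C. ONE-Glo luminescence was read; sodium butyrate at 4.5 mM final served as control.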
ALDH1A1 inh – qHTS Assay for Inhibitors of Aldehyde Dehydrogenase 1 (ALDH1A1); Aldehyde dehydrogenase 1A1 (Homo sapiens), P00352; Purified ALDH1A1, NADH fluorescence, propionaldehyde substrate; Potency, µM (titrated, usually from 75.3 µM), inactives show at the top dose activity, negative = inhibition, actives largely listed as inhibitors; 220,000 compounds, 7.3% hits; active means well fitted inhibition curve with a large enough effect, not every such curve was filed as active; inconclusive means small, poorly fitted or top-dose-only effect, or another doubt; inactive means no such curve, though single readings can be large or run the other way;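 further: plate controls were no enzyme wells and a reference inhibitor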
Target sequence (P00352 whole entry, looked up): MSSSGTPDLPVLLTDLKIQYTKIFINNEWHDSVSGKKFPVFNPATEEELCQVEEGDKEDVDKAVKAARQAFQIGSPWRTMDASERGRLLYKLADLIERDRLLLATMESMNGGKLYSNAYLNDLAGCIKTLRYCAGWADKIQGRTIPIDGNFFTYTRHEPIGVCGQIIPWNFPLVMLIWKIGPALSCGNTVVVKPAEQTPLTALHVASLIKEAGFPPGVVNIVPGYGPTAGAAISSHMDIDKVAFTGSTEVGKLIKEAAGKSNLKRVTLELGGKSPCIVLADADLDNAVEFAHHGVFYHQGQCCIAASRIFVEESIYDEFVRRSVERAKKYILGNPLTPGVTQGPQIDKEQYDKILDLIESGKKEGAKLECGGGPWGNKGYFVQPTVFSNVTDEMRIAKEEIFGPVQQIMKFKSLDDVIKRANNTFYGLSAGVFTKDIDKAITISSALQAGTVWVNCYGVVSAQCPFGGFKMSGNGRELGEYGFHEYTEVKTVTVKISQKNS
GAA glycogen – qHTS Assay for Inhibitors and Activators of Human alpha-Glucosidase Cleavage of Glycogen; Lysosomal alpha-glucosidase (Homo sapiens), P10253; recombinant GAA, glycogen substrate, Amplex Red glucose oxidase fluorescence; Potency, µM (doses to about 76.4 µM), without a hit: top-dose activity change, negative = inhibition, usual class: inhibitors; 300,000 compounds, 0.38% hits; AID 2100, 2009;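 further: 0% = full enzyme reaction and -100% = no-enzyme basal signal; the screen sought inhibitors and activators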
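Recombinant human alpha-glucosidase (4 nM final) hydrolysed bovine liver glycogen (30 ug) for 40 min at 37 C in pH 5.0 citrate/phosphate with 0.01% Tween-20. Released glucose detected by glucose oxidase/Amplex Red, Ex 573/Em 610 nm. Compounds up to 77 uM; AC50 from Hill fits.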
RGS12 GoLoco inh – qHTS Assay for Inhibitors of RGS12 GoLoco Motif Activity (Red Fluorophore). Guanine nucleotide-binding protein G(i) subunit alpha-1 (Homo sapiens), P63096. AID 880, 2007. 230,000 compounds, 0.44% hits. Potency, µM (series often up to 61.6 µM), without a hit: top-dose activity, negative = inhibition, usual class: inhibitors. Gai1:RGS12 GoLoco peptide FP, rhodamine, 10 min; active means well fitted inhibition curve with a large enough effect, not every such curve was filed as active; inactive means no such curve, though single readings can be large or run the other way; further: on the % scale 0 is the no-effect control and ±100 the full control effect; nearly all actives have a fitted effect of over 30% in size; many of its hits are not listed in these tables
GAA spleen mod – qHTS Assay for Inhibitors and Activators of Human alpha-Glucosidase From Spleen Homogenate | Lysosomal alpha-glucosidase (Homo sapiens), P10253 | human spleen homogenate, 4-MU-alpha-glucoside fluorescence | Potency, µM (doses to about 79.9 µM), for the others: at the top dose activity change, negative = inhibition, hits mostly inhibitors | 240,000 compounds, 0.006% hits;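 further: 0% = enzyme with vehicle and -100% = no enzyme basal signal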
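Compounds were titrated against alpha-glucosidase in spleen homogenate at pH 5.0, with 1 mM 4-methylumbelliferyl substrate for 40 min at 37 C. Reactions were quenched with pH 10 NaOH/glycine and fluorescence measured.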
An asterisk follows results filed as active; ? = inconclusive; . = not tested or not shown; & = joins results of further samples; [ ] = another dose, or the depositor's remark. Unless noted, the call rests on the fitted dose curve; in most records, active means well fitted curve in the direction sought with a large enough effect; inconclusive means small, poorly fitted or top-dose-only effect, or another doubt; inactive means no such curve, though single readings can be large; an effect the other way counts as inactive or inconclusive. Potency means the concentration at half of the fitted maximal effect.

GLA spleen mod | KDM4E inh | GAA inhib | SMN2 splice enh | ALDH1A1 inh | GAA glycogen | RGS12 GoLoco inh | GAA spleen mod | mol
-7% | -2% | ? | 21% | -6% | -7% | -13% | -9% | COC(=O)c1c(C)oc2ccc(OC(=O)c3cccs3)cc12
13% | -2% | ? | -51%[inhibitor] | 0% | 5% | -17% | 0% | OC(COCc1ccc(Cl)cc1)CN1CCN(CC(O)COCc2ccc(Cl)cc2)CC1 (stereo not given)
2% | ? | 3% | . | -1% | -14% | . | -11% | COc1cc(/C=C/C(=O)OCC(=O)c2c[nH]c3ccccc23)ccc1OC(F)F
1% | 18% | 2%[15.4 µM] | . | 10% | 8% | -3% | 1% | CC(=O)NC(CC(=O)O)c1ccc([N+](=O)[O-])cc1 (stereo not given)
4% | 0% | -12% | . | 9% | -25% | 11% | 1% | CC(C)OCCCNC(=S)NNC(=O)c1ccc(Cl)c(Cl)c1
-5% | 0% | 6% | 3% | 4% | 14% | -18% | -6% | O=C(CCN1CCN(Cc2ccccc2)CC1)NNC(=O)Cc1ccc(Cl)c(Cl)c1
10%&14% | -13%&3% | . | -10% | 9% | 9% | 3%&3% | 0%&8% | COC(=O)[C@@H]1C[C@@]2(O)[C@H](O)[C@H](O)[C@H](O)C[C@H]2N1Cc1ccc(C)s1
0% | 7% | -3% | 11% | 0% | -3% | 2% | 1% | Cc1ccc(CNCCC2=CCCCC2)cc1
2% | 0% | 6% | . | ? | -9% | . | -2% | COc1ccc(N=C2SC(CC(=O)Nc3ccccc3)C(=O)N2Cc2ccco2)cc1 (stereo not given)
-3% | ? | 4% | . | ? | 13% | -6% | 2% | O=C(O)c1c2c(nc3ccccc13)-c1ccccc1CC2
5% | -5% | -6% | 11µM* | 13µM* | 2% | -8% | 4% | COC(=O)c1ccc(N2C(=O)CC(SCCN)C2=O)cc1 (stereo not given)
-7% | 1% | 5% | 7% | 13% | 1% | 9% | -13% | O=P(Cc1cc[n+]([O-])cc1)(c1ccccc1)c1ccccc1
-9% | -16% | -13% | 11µM* | 7% | 16%[76.3 µM] | -14% | -5% | Cc1ccc(-n2ncc3c(Nc4cccc(C(=O)O)c4)ncnc32)cc1
6% | 13% | . | . | . | -8% | 2% | 6% | CC(C)(C)c1cc(C(=O)NN)n(Cc2ccc(Cl)cc2Cl)n1
-2% | -17% | -7% | -2% | ? | 0% | -10% | -9% | COc1ccc(/C(O)=C2/C(=O)C(=O)N(CCCN(C)C)C2c2ccc(C)o2)cc1Cl (stereo not given)
1% | 4% | -6% | -13% | ? | -1% | -7% | 2% | O=C(Nc1ccc2c(c1)OCCO2)C1CCCN1S(=O)(=O)c1cccc2cccnc12 (stereo not given)
2% | 16% | -3% | -1% | -1% | 0% | 9% | 1% | S=C(NCC1CCCO1)NC1CC1 (stereo not given)
0% | ? | -6% | -5% | ? | -4% | 13% | 3% | COc1ccc(CC(=O)Nc2ccc(-c3cn4ccc(C)cc4n3)cc2)cc1
2% | 1% | -12% | -17% | ? | 15% | 2% | -4% | COCCCNS(=O)(=O)c1ccc(SC)cc1
2% | -17% | ? | -5% | -16% | 11% | 13% | -15% | S=c1[nH]nc(-c2ccc3ccccc3n2)n1-c1ccc2ncccc2c1
-1% | 6% | -7% | -3% | 6% | 3% | -8% | -2% | CN1CCCN(S(=O)(=O)c2ccc(Cl)c(Cl)c2)CC1
4% | -5% | -6% | . | -6% | 5% | -3% | -2% | CCOC(=O)C1(CC2CC2)CCN(S(=O)(=O)C[C@]23CC[C@H](CC2=O)C3(C)C)CC1
2% | -13% | -10% | . | 8% | 1% | 2% | -6% | CN(C)N(C)C(=O)C(O)(c1ccccc1)c1ccccc1
7% | . | . | . | ? | . | 5% | 3% | Cc1ccccc1-c1cc(N(C)C)ncn1
6% | -2% | 6% | -30%[inhibitor] | -19% | -3% | 7% | 4% | Fc1ccc(CSc2nnc(-c3ccncc3)o2)cc1
-15% | 1% | -1% | -25% | 10% | -4% | -6% | -14% | COc1ccc(-n2c(SC)nnc2-c2c[nH]c3ccccc23)cc1
6% | ? | 1% | 7% | 2% | 3% | 7% | 8% | COc1ccc(-c2nc(N)n(C(=O)c3cccs3)n2)cc1
-9% | 3% | -7% | -41%[inhibitor] | -13% | -2% | -7% | -8% | O=S(=O)(c1ccc(Br)cc1)N1CCCC1c1nc2ccccc2s1 (stereo not given)
? | . | . | -84%[inhibitor] | ? | . | -29% | 4% | C[n+]1ccc(/C=C/c2ccc3ccccc3c2)cc1
? | -1% | ? | . | -1% | ? | . | -8% | Cc1cc(N)c(NC2=CC(=O)CC(C)(C)C2)cc1C
5% | 0% | -11% | 18% | -1% | 6% | -4% | -1% | O=C(NCC1CCCO1)c1ccc(COCC(F)(F)C(F)F)cc1 (stereo not given)
? | 1% | . | . | . | 2% | -3% | -8% | Cc1ccc(N(C)C(=O)c2ccc(CNc3c(N4CCC(C)CC4)c(=O)c3=O)cc2)cc1
-5% | -16% | . | . | . | 5% | -4% | -15% | CCN(CC)c1ccc(/C=N/NC(=O)c2cc(C)nc3ccccc23)cc1
-1% | 0% | . | 4% | ? | . | -3% | 3% | COc1cccc(CS(=O)(=O)c2nnnn2CC(C)C)c1
3% | 3% | . | . | . | 3% | 10% | -1% | COC(=O)c1ccc(Cn2cc([N+](=O)[O-])cn2)cc1
5% | -4% | 2% | 6% | ? | 5% | -2% | -6% | COc1ccc(N2CCN(Cc3nc4c(c(=O)n(C)c(=O)n4C)n3CCc3ccccc3)CC2)cc1
18% | ? | ? | ? | ? | -6% | 23% | -4% | O=C(Nc1sc2c(c1C(=O)NCc1ccco1)CCCC2)c1ccc2c(c1)OCO2
-1% | -3% | 13% | -13% | 3% | 22% | -6% | 7% | NS(=O)(=O)c1ccc(NC(=S)N2CCN(Cc3ccc4c(c3)OCO4)CC2)cc1
1% | 4% | 0% | -7% | ? | 8.9µM* | -2% | 3% | Cc1cc(O)c(N)c(C)c1Cl
-1% | -7% | 1% | -22% | 5% | -13% | 0% | 1% | CC(=O)c1c(C)[nH]c(C(=O)OCc2cccc(Cl)c2)c1C
-9% | -14% | 9% | . | 3.8µM* | 8% | 4% | -1% | CC(C)c1nnc(NC(=O)C2CCCO2)s1 (stereo not given)
4% | -2% | -3% | 9% | 1% | 4% | 8% | 1% | CC1CCCC(NC(=O)COC(=O)COc2ccccc2Cl)C1C (stereo not given)
-2% | 3% | -5% | -18% | ? | -6% | -1% | 0% | COc1ccc(S(=O)(=O)Nc2cc3c(C(C)=O)c(C)oc3c3ccccc23)cc1
-1% | . | . | . | 9% | . | 9% | 0% | COc1ccccc1CNc1cc(-c2cccnc2)ncn1
-25% | -2% | 1% | -6% | -1% | 2% | 15% | -1% | COc1ccc2c(c1)CCc1c(C(=O)NCCN3CCOCC3)noc1-2
-4% | ? | -6% | -28% | ? | -5% | 10% | -10% | CCN(Cc1ccccc1)c1ccc(/C=N/N=C(N)N)cc1
-6% | -2% | -2% | 21% | ? | 2% | 8% | -1% | CCn1c(SCC(=O)c2ccc3c(c2)OCCO3)nnc1C(C)C
6% | 3% | 2% | 10µM* | -15% | 4% | 9% | 4% | CC(=O)c1ccc(NC(=O)c2cccs2)cc1
4% | ? | 0% | -37%[inhibitor] | 7.1µM* | -9% | 7% | -1% | COc1ccc(OC)c2[nH]c(=O)c(CCNS(=O)(=O)c3ccccc3)cc12
-3% | 2% | -1% | -4% | 13% | 0% | 4% | -5% | C/C(=N\N=C\c1ccccc1)c1nnn(-c2nonc2N)c1C
0% | -3% | 2% | -10% | 3% | -6% | 4% | -1% | COC(=O)c1sc(OC)cc1OCc1ccc(C)cc1
5% | . | . | . | ? | . | 10% | 2% | COc1cccc(-c2nccc(N(C)Cc3ccco3)n2)c1
3% | -1% | 3% | 12% | ? | 3% | 3% | -9% | COc1cccc(OCc2nc3c4cnn(-c5ccccc5)c4ncn3n2)c1
10% | 2% | 5% | 4% | 8% | -5% | 6% | 4% | CCc1ccc(N(CC(=O)Nc2ccccc2C(=O)N2CCOCC2)S(C)(=O)=O)cc1
-1% | -26% | -4% | -5% | 9% | -11% | 4% | -8% | COc1cc2nc(SCc3ccc(F)cc3)n(Cc3cccs3)c(=N)c2cc1OC
-5% | 0% | -3% | -8% | -3% | 6% | 8% | -4% | Cc1cc(C)nc(N2CCCC(C(=O)NCc3ccccc3)C2)n1 (stereo not given)
-7% | 2% | -5% | 0% | 5% | 11% | 14% | -4% | CCCNC(=S)NCc1ccc(Cl)cc1
1% | -25% | 6% | -10% | 22µM* | -2% | -16% | 0% | COc1ccc(C(=S)NCS(=O)(=O)c2ccc(C)cc2)cc1
-10% | 7% | 1% | 18µM* | ? | 5% | 51%[activator] | -11% | O=c1[nH]c(SCc2nc3c(cnn3-c3ccccc3)c(=O)[nH]2)nc2ccccc12
1% | 6% | -3% | -13% | -4% | 0% | 9% | -5% | O=C1c2ccccc2-c2c1cccc2C(=O)N1CCCCC1

This is a subset; rates above refer to the full screens.
